PvdQ inh: blocks Pseudomonas aeruginosa PvdQ acylase activity; purified PvdQ acylase, fluorescence plate reader; inhibition, % at 10 µM; 340,000 tested, 0.063% active; in the data active = inhibition above about 30%, passing the limit was not always enough;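 note: 0% = vehicle neutral wells and 100% = reference inhibitor wells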
RTF Ca sens inh: cardiac RTF calcium desensitization; P19429+P45379; IANBD-labeled cardiac RTF, Ca2+ fluorescence; inhibition, % at 7.15 µM; 340,000 tested, 0.12% active;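 active = inhibition above the mean inhibition of all tested compounds plus 3 SD, cut at about 17% in these data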;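 note: assay run at fixed EC70 calcium of 1.6 mM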
DAGLB inhibitor: diacylglycerol lipase beta (human) inhibition. Q8NCG7. HEK293T DAGLB membrane lysate, EnzChek fluorogenic substrate. inhibition, % at 5.17 µM. 340,000 tested, 0.059% active. AID 504411; in the data active = inhibition above about 34%;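 note: 0% = enzyme with vehicle and 100% = wells lacking enzyme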
SR-BI DiI-HDL act: activators of SR-BI mediated HDL lipid uptake; CHO ldlA[mSR-BI] cells, DiI-HDL uptake fluorescence, 3 h; 100 = double the neutral-control signal; activation, % at 12.5 µM; 320,000 tested, 0.096% active; AID 504775;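 active = mean replicate activation of at least 60% and every replicate at or above 60%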;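 note: 0% = median plate neutral-control signal and 100% = twice that signal; values of inactives mirror those of a sister screen read the other way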
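Assay system: CHO ldlA[mSR-BI] cells, LDL receptor-null, SR-BI overexpressing; medium: Ham's F12 with 0.5% BSA, HEPES 25 mM, pH 7.4; also added: DiI-HDL 10 µg/mL; timing: 3 h uptake period with compound, 37 °C; signal: DiI fluorescence, bottom read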
SR-BI HDL uptake: inhibitors of mouse SR-BI mediated HDL lipid uptake; Q61009; ldlA[mSR-BI] CHO cells, DiI-HDL uptake fluorescence, 3 h; 320,000 tested, 0.96% active; AID 488896; inhibition, % at 12.5 µM;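 active = mean replicate inhibition of at least 70% and a set share of replicates each scoring 70 or more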;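 note: 0% = median of neutral control wells and 100% = median of positive control wells; values of inactives mirror those of a sister screen read the other way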
Arrestin-AP2 inh: human beta-arrestin and AP2 interaction inhibition; FITC-arrestin peptide / GST-AP2 beads, flow cytometry; AP2 beta2 appendage carries R879A mutation; 340,000 tested, 0.31% active; inhibition, % at 10 µM;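 active = inhibition above a set limit, near 3 SD of compounds lacking own fluorescence, cut at about 54% in these data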;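 note: plate controls were DMSO wells for no effect and 5 µM unlabelled arrestin peptide for full effect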
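Material – AP2 appendage R879A on GSH beads · Buffer or medium – PBS with 0.05% Tween 20 and 0.1% BSA · Probe or stimulus – fluorescein-tagged arrestin peptide at 50 nM final · Incubation – compound with beads 12 min RT, then probe 1 h RT · Detection – high-throughput flow cytometry of beads, ex 488, em 535 nm · Evaluation – percent response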
PKA-R2B activ: activates the human PKA-R2B holoenzyme complex. PKA-R2B holoenzyme dissociation, Cy5-IP20 fluorescence polarization; R2B truncated from residue 108, S112A mutant; 0% DMSO only, 100% 113 µM cGMP. activation, % at 11.4 µM. 340,000 tested, 0.079% active. AID 504700;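 active = activation above a cutoff set at the mean over all compounds plus 3 SD, cut at about 18% in these data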;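 note: higher means more holoenzyme dissociation and a rise in polarization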
Keap1-Nrf2 PPI: disrupts human Keap1 binding to Nrf2 peptide; Keap1 Kelch-Nrf2 peptide fluorescence polarization, 1536-well; AID 504523; 340,000 tested, 0.15% active; inhibition, % at 9.4 µM; in the data active = inhibition above about 12%;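 note: human Keap1 Kelch domain with fluorescein labeled Nrf2 9mer peptide probe; 0% = neutral control wells and 100% = peptide positive control; higher means more block of Keap1 binding to Nrf2 peptide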
C-LANA FP: KSHV C-LANA DNA binding inhibition; 340,000 tested, 0.078% active; MBP-C-LANA/FAM-LBS DNA binding, fluorescence polarization; inhibition, % at 9 µM;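 active = highest replicate inhibition at or above 60% at 9 µM, even if other replicates fall short; inactive = all replicates below 60% inhibition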;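 note: 0% = neutral control wells and 100% = 4 µM acridine orange control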
NSD2 inh: blocks human histone methyltransferase NSD2 | NSD2 peptide methylation, AlphaScreen, 120 min | 310,000 tested, 0.54% active | O96028 | inhibition, % at 12.5 µM | AID 743445; in the data active = inhibition above about 50%
Target sequence (O96028 whole entry, looked up): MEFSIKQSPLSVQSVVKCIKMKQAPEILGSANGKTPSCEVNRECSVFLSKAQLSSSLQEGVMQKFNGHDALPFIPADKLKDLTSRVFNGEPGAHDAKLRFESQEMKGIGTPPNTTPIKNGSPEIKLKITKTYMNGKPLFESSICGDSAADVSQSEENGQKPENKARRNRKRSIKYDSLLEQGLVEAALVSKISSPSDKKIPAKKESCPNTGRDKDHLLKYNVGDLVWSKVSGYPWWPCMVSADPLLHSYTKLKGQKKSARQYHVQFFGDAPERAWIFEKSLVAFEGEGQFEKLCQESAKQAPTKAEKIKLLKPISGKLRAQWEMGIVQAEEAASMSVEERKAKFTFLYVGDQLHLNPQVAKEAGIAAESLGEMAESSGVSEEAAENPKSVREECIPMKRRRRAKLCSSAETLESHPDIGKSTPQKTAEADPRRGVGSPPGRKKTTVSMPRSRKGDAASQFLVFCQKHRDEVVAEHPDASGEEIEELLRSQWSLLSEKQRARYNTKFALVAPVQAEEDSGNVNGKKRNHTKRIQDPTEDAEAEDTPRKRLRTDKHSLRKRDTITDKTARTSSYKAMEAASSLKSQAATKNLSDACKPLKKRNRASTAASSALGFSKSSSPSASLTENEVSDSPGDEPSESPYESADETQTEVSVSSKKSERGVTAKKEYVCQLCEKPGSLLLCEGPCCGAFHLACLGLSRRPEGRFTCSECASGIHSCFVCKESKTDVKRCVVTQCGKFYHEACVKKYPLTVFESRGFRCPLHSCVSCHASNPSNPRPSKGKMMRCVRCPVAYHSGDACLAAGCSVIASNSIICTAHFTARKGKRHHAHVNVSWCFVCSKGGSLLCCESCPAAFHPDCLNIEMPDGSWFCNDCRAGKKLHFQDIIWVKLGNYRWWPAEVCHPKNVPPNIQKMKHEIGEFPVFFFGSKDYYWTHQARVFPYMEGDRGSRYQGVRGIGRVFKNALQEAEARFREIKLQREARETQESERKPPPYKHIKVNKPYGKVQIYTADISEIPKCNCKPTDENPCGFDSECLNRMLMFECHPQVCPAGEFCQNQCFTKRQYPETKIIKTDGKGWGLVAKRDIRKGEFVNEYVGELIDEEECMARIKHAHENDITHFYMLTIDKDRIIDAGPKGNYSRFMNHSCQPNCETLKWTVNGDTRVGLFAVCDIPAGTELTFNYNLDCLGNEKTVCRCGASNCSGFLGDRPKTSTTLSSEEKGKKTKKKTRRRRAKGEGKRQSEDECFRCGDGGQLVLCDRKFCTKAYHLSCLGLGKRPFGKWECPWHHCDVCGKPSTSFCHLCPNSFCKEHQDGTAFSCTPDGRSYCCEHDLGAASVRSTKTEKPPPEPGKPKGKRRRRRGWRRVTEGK
Active calls of the source: *; nt = not tested or not shown.

SMILES	PvdQ inh	RTF Ca sens inh	DAGLB inhibitor	SR-BI DiI-HDL act	SR-BI HDL uptake	Arrestin-AP2 inh	PKA-R2B activ	Keap1-Nrf2 PPI	C-LANA FP	NSD2 inh
CC(C)(CNC(=O)c1cc(=O)[nH]c2ccccc12)N1CCOCC1	-23	-8	-1	18	-18	11	6	3	-4.0	0
O=C1CN(C(=O)COC(=O)c2ccc(Cl)cc2)c2ccccc2N1	-1	-19	-2	-10	10	17	1	-3	2.2	1
CC1(C)CC(=O)C(C=NCCN2CCN(C(=S)Nc3cccc(Cl)c3)CC2)=C(O)C1	-16	-3	1	-25	25	-3	0	-6	0.6	1
CSc1ccc(Cl)c(C(=O)OCC(=O)N2CCN(c3ccccc3)CC2)c1	-1	2	-4	-39	39	4	3	-4	-0.3	0
COc1ccc(-c2noc(N3CCC(C(=O)Nc4ccc(OC)c(OC)c4)CC3)n2)cc1	2	-8	-2	-57	57	6	1	-3	2.0	nt
Cc1cc(C)c2c3c(sc2n1)C(=O)N(C)CC(=O)N3	-15	2	2	11	-11	1	-2	-3	0.0	1
CC1CN(C2CCCCC2)C(=S)NC1=O (configuration not stated)	-8	2	1	20	-20	-1	-3	7	-1.1	0
COc1cccc(OC)c1C(=O)NC(=O)Nc1c(C)cccc1C	-11	-5	3	11	-11	-1	-4	-3	1.4	-5
CCCOC(=O)c1ccc(NS(=O)(=O)c2cccs2)cc1	8	6	-4	8	-8	24	-8	-5	-1.7	2
CC(C)N(CC(N)=O)c1ncnc2sc(-c3ccccc3)cc12	-4	-4	-1	-28	28	-5	-9	-3	-1.1	-2
CCOc1ccc2ccccc2c1/C=N/NC(=O)c1ccncc1	4	-2	-3	-18	18	42	3	0	2.8	0
Cc1cccc(N(CC(=O)N2CCCC2)S(=O)(=O)c2ccccc2)c1	-13	-7	0	-7	7	3	6	-4	-0.6	0
COc1ccccc1NC(=O)N1CCC(c2nnc(SCC(N)=O)n2C)CC1	-11	-7	0	0	0	-7	2	2	0.7	7
O=C(CN1C(=O)NC2(CCCc3ccccc32)C1=O)c1ccc(F)cc1 (configuration not stated)	7	-4	-2	-6	6	19	-7	4	-0.3	-2
CN1CCc2nc3sc(C(=O)C45CC6CC(CC(C6)C4)C5)c(N)c3cc2C1	5	-12	-17	-11	11	11	-4	-1	0.2	3
O=[N+]([O-])c1ccc(Cl)c2c1C1C=CCC1C(c1ccccn1)N2 (configuration not stated)	-13	-10	10	-47	47	12	2	-1	-0.9	nt
Cc1ccc(N(C)S(=O)(=O)c2ccc(-c3cc(C)no3)s2)cc1	-13	-7	-4	6	-6	-8	6	-4	-1.7	-1
CC(C)(C)Cn1c(=O)[nH]c(=O)c2cc([N+](=O)[O-])cnc21	16	-18	-3	17	-17	-5	0	2	0.4	-4
O=C(OCC(=O)c1ccc[nH]1)c1ccc(Cl)nc1	-8	-6	2	11	-11	-14	-6	-5	0.0	nt
Cc1[nH]c2ccccc2c1C(=O)/C=C\c1ccccc1Cl	-10	-12	-6	-14	14	-4	3	1	0.8	-2

Random excerpt: 3 compounds from above
SMILES	PvdQ inh	RTF Ca sens inh	DAGLB inhibitor	SR-BI DiI-HDL act	SR-BI HDL uptake	Arrestin-AP2 inh	PKA-R2B activ	Keap1-Nrf2 PPI	C-LANA FP	NSD2 inh
Cc1cccc(N(CC(=O)N2CCCC2)S(=O)(=O)c2ccccc2)c1	-13	-7	0	-7	7	3	6	-4	-0.6	0
CCOc1ccc2ccccc2c1/C=N/NC(=O)c1ccncc1	4	-2	-3	-18	18	42	3	0	2.8	0
CN1CCc2nc3sc(C(=O)C45CC6CC(CC(C6)C4)C5)c(N)c3cc2C1	5	-12	-17	-11	11	11	-4	-1	0.2	3

The listing continues.
SMILES	PvdQ inh	RTF Ca sens inh	DAGLB inhibitor	SR-BI DiI-HDL act	SR-BI HDL uptake	Arrestin-AP2 inh	PKA-R2B activ	Keap1-Nrf2 PPI	C-LANA FP	NSD2 inh
CC12CC(NC(=O)N1c1cccc(C(=O)N3CCN(c4ccccn4)CC3)c1)c1ccccc1O2 (configuration not stated)	-4	11	3	24	-24	-4	4	-6	0.4	-3
O=C(CN1CCC(NC(=O)C2CC2)CC1)Nc1cccc(F)c1	-6	9	2	23	-23	-4	-3	-7	0.1	1
CC(=O)Nc1ccc(OCCOc2ccc(/C=C3\C(=N)N4N=C(C(C)C)SC4=NC3=O)cc2)cc1	-8	-2	3	-17	17	-7	8	0	0.0	8
Fc1ccc(C2=Nn3c(Cc4ccccc4)nnc3SC2)cc1	-17	-2	0	8	-8	1	-6	-3	0.3	1
CC(C)N1CCc2c(sc(NC(=O)CCc3ccccc3)c2C(N)=O)C1	-12	-7	2	17	-17	3	-6	-4	-0.1	6
S=C1NCN(Cc2ccccc2)CN1	-17	-7	0	1	-1	7	-4	-9	0.4	24
CCCc1nc2sc(C(=O)OCC)c(N)c2c2c1COC(C)(C)C2	-17	-5	-3	-60	60	24	5	-2	-1.9	0
O=C(O)C(=O)/C(=C\c1ccsc1)c1ccc2ccccc2n1	0	4	0	2	-2	36	-2	3	15	3
CC(=O)NC(Cc1ccc(F)cc1)C(=O)O (configuration not stated)	-14	7	2	20	-20	5	13	-4	-1.5	0
COc1ccc(OCC(=O)Nc2c3c(nn2C(C)(C)C)CS(=O)(=O)C3)cc1	3	-1	1	24	-24	48	4	1	2.0	2
N#Cc1ccccc1Cn1cc(C#N)c2ccccc21	26	6	4	-2	2	-2	-15	-3	-1.6	-1
O=C(CN1CCN(C(=O)c2ccco2)CC1)Nc1ccc(Cl)c(C(F)(F)F)c1	-14	-6	-1	4	-4	-4	-5	-8	-0.6	0
O=C(O)c1cc([N+](=O)[O-])c(Nc2cccc3ccccc23)c([N+](=O)[O-])c1	-12	-5	19	0	0	18	6	-2	5.2	14
Cc1cc(C)cc(N(CC(=O)NCCSCc2ccco2)S(C)(=O)=O)c1	6	5	-2	1	-1	6	-8	-2	0.6	8
COc1ccc(S(=O)(=O)N2CCN(CC(=O)NC3CCCC3)CC2)cc1	2	3	-3	13	-13	22	0	-1	-1.7	-3
Cc1ccc(NC(=O)c2cc(NC(=O)c3ccco3)ccc2N2CCOCC2)cc1Cl	-14	-9	4	-74	74*	4	-3	-6	-0.1	1
CCOc1ccc(NC(=O)COC(=O)C2C3CC4OC(=O)C2C4C3)cc1 (configuration not stated)	-16	-8	-2	-1	1	4	5	-2	0.5	0
Cc1nc(S(=O)(=O)Nc2ccccc2C(=O)NCC2CC2)cn1C	-8	4	-2	10	-10	9	3	5	0.8	-8
Nc1ncnc2c1ncn2C1OC(CO)C(O)C1O (configuration not stated)	6	1	-2	19	-7	41	4	-7	-1.2	-1
C/C(=N/NC(=O)C(C)n1nc(C)c([N+](=O)[O-])c1C)c1ccc(OCC(N)=O)cc1 (configuration not stated)	-6	-4	-2	-5	5	14	4	-2	-0.9	-2
O=C(CC1S/C(=N/N=C/c2c[nH]c3ccc(OCc4ccccc4)cc23)NC1=O)Nc1ccccc1 (configuration not stated)	19	-4	6	-2	2	25	-1	1	-1.6	-3
CN1CCN(C(=O)/C(=C/c2cn(S(=O)(=O)N(C)C)c3ccccc23)NC(=O)c2ccccc2F)CC1	-12	-2	-1	1	-1	-11	4	-3	-0.2	0
O=C(CSc1nnc(-c2ccco2)n1Cc1ccccc1)NC(=O)NCc1ccco1	0	1	4	12	-12	-7	-1	-1	-0.4	nt
Cc1cc(C)n(Cc2cccc(F)c2)c(=O)c1C#N	-11	-3	-1	-2	2	7	1	-3	-1.7	2
O=C(O)c1cc(N/N=C/c2ccc(N3CCOCC3)cc2)ccc1Cl	7	-10	5	nt	nt	-3	1	-1	4.3	10
Cc1c(C)c2c(OCC(=O)N[C@@H](Cc3ccccc3)C(=O)O)cc3c(c2oc1=O)CCC(C)(C)O3	13	-2	6	4	-4	5	-8	0	-0.7	nt
CC(=O)Nc1cc(C(=O)N2CCc3ccccc3C2)ccc1Sc1ccc(C)cc1	3	17*	2	25	-25	41	-4	0	0.0	0
CCC(=O)NC(c1cccs1)c1ccc2cccnc2c1O (configuration not stated)	-14	-25	8	0	0	20	-16	1	0.8	-12
COc1ccc(-n2nnnc2SCC(=O)Nc2ccccc2N2CCOCC2)cc1OC	-3	2	1	-18	18	2	-3	-5	2.3	-1
COc1ccc(N2C(=O)CC(SCC(=O)O)C2=O)cc1 (configuration not stated)	-14	-4	-2	38	-38	9	3	-4	2.7	-2
CCOC(=O)N1CCC2(CC1)C(C#N)=C(N)OC1=C2C(=O)CCC1	-13	5	-1	0	0	-3	-1	2	-0.4	-15
CC(/C=N/NC(=O)c1cccc([N+](=O)[O-])c1)=C\c1ccccc1	-11	0	1	-29	29	3	-1	-5	-0.9	-1
CCN1CCN(Cc2c(C)[nH]c3ccc(OC)cc3c2=O)CC1	-11	4	-1	23	-23	6	-1	-8	-1.6	2
COc1c(-c2ccc(O)c(O)c2)oc2cc(O)cc(O)c2c1=O	1	0	4	11	-11	2	-3	-7	6.7	nt
CCCSc1nc(C)cc(C)c1S(=O)(=O)c1ccccc1C	8	-4	-16	-42	42	14	-6	-1	1.6	-3
O=C(/C=C/c1ccccc1)N/C(=C/c1ccccc1)C(=O)Nc1cccc(C(=O)O)c1	-8	-9	6	10	-10	-8	-6	-4	-1.4	-3
O=C(c1ccc(Cl)cc1)C1CCCN(Cc2ccc(Oc3ncccn3)cc2)C1 (configuration not stated)	15	-9	0	nt	nt	9	-7	-3	-2.9	2
NS(=O)(=O)c1cccc(NC(=O)c2cccs2)c1	-16	-4	0	nt	nt	0	9	-6	-2.7	-1
O=C(ONC1=NCCCCC1)c1ccc(Cl)cc1	4	0	0	20	-20	19	-4	0	1.9	0
Cc1cccc(C(=O)Nc2cc(OCc3cccc(F)c3)c(Cl)cc2Cl)c1	-1	-3	-20	-51	51	-4	-6	-2	-1.0	-1
CC1=C(C(N)=O)C(c2cccnc2)n2nc(-c3cccc(Cl)c3)nc2N1 (configuration not stated)	-10	-6	2	-15	15	-14	-9	-5	2.1	nt
O=C(O)C1C2C=CC(C2)C1C(=O)NC1CCN(Cc2ccccc2)CC1 (configuration not stated)	-2	-3	-1	32	-32	-8	1	0	0.6	1
O=C(O)c1c(-n2cccc2)sc2c1CCCC2	-1	-2	0	20	-20	5	2	0	-0.2	0
CCOc1ccc(NC(=O)CCCn2c(=S)[nH]c3ccsc3c2=O)cc1	-15	-31	-1	4	-4	18	-4	-3	-1.3	0
O=C(COC(=O)c1cc(=O)c2ccccc2o1)Nc1c(F)c(F)c(F)c(F)c1F	-10	-10	2	9	-9	5	-10	-2	1.0	-1
COc1ccc2cc(C(=O)CS(=O)(=O)c3ccccc3)c(=O)oc2c1	0	7	3	6	-6	19	4	2	1.1	-4

Source: PubChem

Not a hit list, and some 2.1% of all compounds hit somewhere here.
